# From PubChem BioAssay
# NR2E3 ag-1: NR2E3 (human) agonism; Q9Y5X4; GST-NR2E3/biotin-RetCOR TR-FRET, 1536-well; inhibition of corepressor binding, % at 4.78 µM; 320,000 tested, 0.12% active; AID 2300;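 active = percent inhibition above the cutoff of mean plus 3 SD of all tested compounds, set per screening campaign, cut at about 20% in these data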;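 note: 0% = DMSO wells and 100% = biotin wells as full block of FRET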
# Target sequence (Q9Y5X4 whole entry, looked up): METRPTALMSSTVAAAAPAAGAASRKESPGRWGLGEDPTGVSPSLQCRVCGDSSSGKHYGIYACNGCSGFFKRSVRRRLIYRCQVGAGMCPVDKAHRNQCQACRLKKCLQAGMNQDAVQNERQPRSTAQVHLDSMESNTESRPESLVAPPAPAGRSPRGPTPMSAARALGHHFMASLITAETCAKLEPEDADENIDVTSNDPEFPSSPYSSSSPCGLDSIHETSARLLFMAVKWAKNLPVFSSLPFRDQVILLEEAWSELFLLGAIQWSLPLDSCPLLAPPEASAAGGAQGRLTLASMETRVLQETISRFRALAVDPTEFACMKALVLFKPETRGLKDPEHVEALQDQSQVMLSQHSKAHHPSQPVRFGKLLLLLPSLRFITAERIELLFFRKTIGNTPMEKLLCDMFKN
#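 Material: NR2E3–RetCOR corepressor complex / Incubation: Compound–protein incubation for 5 h at 4 °C / Dosing: compound at 4.8 µM, single dose / Detection: time-resolved FRET / Benchmarks: high control biotin, low control 0.6% DMSO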
# MITF TRPM1 inh: inhibitors of MITF-driven TRPM1 promoter in melanoma cells | 330,000 tested, 0.83% active | SK-MEL-5 TRPM1 promoter luciferase, 24 h | inhibition, % at 12.5 µM;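 active = mean inhibition across replicates of 60% or more, whatever share of single replicates reaches that level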; note: values of inactives mirror those of a sister screen read the other way
# TWEAK Fn14 block: inhibitors of TWEAK-Fn14 interaction signaling. 360,000 tested, 2% active. TWEAK-stimulated Fn14 reporter cells, luciferase luminescence, 8 h. AID 1159606. inhibition, % at 10 µM; in the data active = inhibition above about 50%
# Shn3 3UTR inh: Schnurri-3 reporter inhibition in Clone20 osteoblasts | 360,000 tested, 0.52% active | Clone20 osteoblast Shn3 3'UTR firefly luciferase, 24 h | inhibition, % at 12.5 µM | AID 588674;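 active = mean inhibition of at least 75% with every replicate also reaching 75%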;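 note: 0% = median of neutral control wells and 100% = pilot-screen positive control compound; some compounds past the cut are filed as inactive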
# HIF-2a block: blocks HIF-2a reporter activity; 786-0 RCC cells HIF-2a reporter, luciferase luminescence, overnight; inhibition, % at 18.8 µM; 360,000 tested, 0.72% active; AID 624352;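 active = inhibition of the luminescence signal of 40% or more relative to plate controls, in a single-dose primary screen at 18.75 µM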
# TRAIL sens C8: sensitizes caspase-8 expressing cells to TRAIL; inhibition (viability loss, TRAIL sensitization), % at 10 µM; AID 624354; 360,000 tested, 1% active; NB7+C8 cells + TRAIL, ATPlite viability luminescence;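 active = compounds causing at least 50% loss of cell viability in the single-dose screen, relative to plate controls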
# NR2E3 ag-2: activates human NR2E3 receptor; CHO-S Gal4-NCOR/VP16-NR2E3 two-hybrid, luciferase; 360,000 tested, 0.35% active; inhibition of corepressor binding, % at 3.98 µM; Q9Y5X4; AID 602229;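 active = inhibition above the mean of all tested compounds plus 3 SD, cut at about 70% in these data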;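 note: 0% = DMSO with NR2E3 transfected cells and 100% = cells lacking NR2E3 construct; higher means lower luciferase signal from less NR2E3 corepressor binding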
# CF NFkB block: blocks PAF-induced NF-kB reporter in cystic fibrosis cells; KKLEB NF-kB-GFP reporter, GFP fluorescence overnight; 360,000 tested, 0.86% active; inhibition, % at 5 µM;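 active = at least 50% inhibition at 5 µM, scaled per plate between neutral and stimulator controls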;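 note: PAF is a Pseudomonas aeruginosa culture filtrate used as stimulus; plate controls were PAF-stimulated DMSO wells for no effect and unstimulated DMSO wells for full effect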
# Peg3 prom inh: Peg3 promoter activity inhibition; HeLa PEG-Prom luciferase reporter, luminescence, overnight; inhibition, % at 20 µM; 360,000 tested, 1.7% active;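 active = inhibition of at least 50% at 20 µM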
# KKLEB tox: counter-screen for CF NF-kB inhibitors: cytotoxicity; activity change (cytotoxicity), % at 5 µM; KKLEB CF airway cells viability, ATPlite luminescence, overnight; active compounds read low; cells stimulated with P. aeruginosa culture filtrate; 360,000 tested, 0.36% active; AID 602141;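 active = corrected activity change at or below -50% at 5 µM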
# TROY signal inh: blocks TROY-dependent signaling in reporter cells; Q293 LMP1-TROYcd NF-kB luciferase reporter, 4 h; inhibition, % at 10 µM; 360,000 tested, 0.98% active; AID 1347056;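 active = compounds whose plate-normalised and pattern-corrected inhibition of the luciferase reporter signal at the single screening dose is 50% or more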
# * marks the source's active call; other numbers are inactive results; nt = no result given.
# Start of the data: the first two records, ahead of the listing:
SMILES,NR2E3 ag-1,MITF TRPM1 inh,TWEAK Fn14 block,Shn3 3UTR inh,HIF-2a block,TRAIL sens C8,NR2E3 ag-2,CF NFkB block,Peg3 prom inh,KKLEB tox,TROY signal inh
c1ccc(CN2CCN(C(c3ccccc3)c3ccccc3)CC2)cc1,-1,0,-11,16,20,-2,17,20,18,-2,3
CCOC(=O)c1c(OCC)[nH]c2c1cc(O)c1ccccc12,2,12,10,-20,-19,-4,5,85*,-16,-22,-7

# The list itself, from the first entry:
SMILES,NR2E3 ag-1,MITF TRPM1 inh,TWEAK Fn14 block,Shn3 3UTR inh,HIF-2a block,TRAIL sens C8,NR2E3 ag-2,CF NFkB block,Peg3 prom inh,KKLEB tox,TROY signal inh
c1ccc(CN2CCN(C(c3ccccc3)c3ccccc3)CC2)cc1,-1,0,-11,16,20,-2,17,20,18,-2,3
CCOC(=O)c1c(OCC)[nH]c2c1cc(O)c1ccccc12,2,12,10,-20,-19,-4,5,85*,-16,-22,-7
CCOC(=O)c1ccccc1NC(=O)/C(C)=C/C(=O)O,-2,-2,-1,-13,6,0,-18,-4,4,-4,9
C#CCOCCOCCOCCNc1nc(N2CCOCC2)nc(N2CCN(C(=O)[C@H](CCC(=O)O)n3cc([C@@H](N)CCCCN)nn3)CC2)n1,nt,-6,9,3,7,-32,-4,-2,-8,12,-11
COc1ccccc1NC(=O)NNC(=O)c1cc2ccccc2cc1O,-1,1,-3,-25,-106,-9,-17,-36,-61,8,10
Cc1ccc(-c2nc(S(=O)(=O)c3ccccc3)c(SCC(=O)NCC3CCCO3)o2)cc1 (stereo not given),0,-5,4,10,8,8,-29,0,16,-2,0
COc1ccc(CN2CCN(C(=O)Cn3c(=O)oc4cc(Cl)ccc43)CC2)c(OC)c1OC,0,9,-19,12,13,35,-17,1,9,-4,14
Cc1ccc2nc(-c3cccnc3SCC(=O)N3c4ccccc4CC3C)[nH]c2c1 (stereo not given),2,-41,-8,5,-245,3,-35,-11,-90,-22,-23
Cc1ccc(CNC(=O)COc2ccc(S(=O)(=O)N3CCOCC3)cc2)cc1,0,2,4,-1,9,-7,-3,3,16,-5,7
Cc1cccc(Cn2ccc(NC(=O)c3ccc4c(c3)OCO4)n2)c1,-2,5,7,-17,-85,27,-22,5,-64,4,-18
COc1ccc([N+](=O)[O-])cc1NC(=O)CSCc1cc(C)cc(C)c1,1,-4,14,22,17,2,-8,9,23,0,18
CCOC(=O)CC[C@H](NC(=O)Cn1cnc(C(=O)Nc2ccc(C)c(C)c2)n1)C(=O)OCC,nt,-49,-22,-4,-87,29,-15,-12,-67,7,-38
C#CCOCCOCCOCCNc1nc(N2CCN(C(=O)Cn3cc(CCCCN)nn3)CC2)nc(N2CCN(C(=O)[C@H](Cc3ccc(O)cc3)n3cc(CCO)nn3)CC2)n1,nt,-4,-6,-5,1,-6,-2,14,0,3,-1
COc1ccc(N(C)C(=O)CCS(=O)(=O)c2cccc3nsnc23)cc1,2,-2,37,-5,9,7,-25,-4,-4,6,-7
COc1ccc(CC(=O)N/N=C(\C)CC(=O)Nc2ccc(N(C)C)cc2)cc1,0,5,3,-11,-2,4,-25,6,9,6,-7
COc1ccc(C(=O)N/C(=C\c2cn(S(=O)(=O)N(C)C)c3ccccc23)C(=O)N2CCN(C)CC2)cc1OC,nt,nt,-22,13,17,-26,7,-36,11,-4,2
CCCCNC(=O)NC1CCCC1,0,11,-3,1,0,-10,-14,5,6,9,-2
CCCCN1C(=O)C(=O)N(CC(=O)Nc2ccccc2C(=O)OCC)C1=O,-4,4,5,3,-2,12,-39,6,11,-1,-10
CCc1ccc(C(=O)N/N=C/c2ccncc2)s1,nt,-34,10,-34,-65,-6,-22,20,-83,-7,-25
CC1(C)C[C@H](O)[C@]2(CO)[C@H](O)C[C@]3(C)C(=CCC4[C@@]5(C)CC[C@H](O)C(C)(C)C5CC[C@]43C)[C@@H]2C1 (stereo not given in full),nt,11,-29,35,12,26,-32,69*,95*,-65*,-4

# Some of the entries so far, as tab-separated lines.
structure	NR2E3 ag-1	MITF TRPM1 inh	TWEAK Fn14 block	Shn3 3UTR inh	HIF-2a block	TRAIL sens C8	NR2E3 ag-2	CF NFkB block	Peg3 prom inh	KKLEB tox	TROY signal inh
c1ccc(CN2CCN(C(c3ccccc3)c3ccccc3)CC2)cc1	-1	0	-11	16	20	-2	17	20	18	-2	3
CCOC(=O)c1c(OCC)[nH]c2c1cc(O)c1ccccc12	2	12	10	-20	-19	-4	5	85*	-16	-22	-7
CCOC(=O)c1ccccc1NC(=O)/C(C)=C/C(=O)O	-2	-2	-1	-13	6	0	-18	-4	4	-4	9
C#CCOCCOCCOCCNc1nc(N2CCOCC2)nc(N2CCN(C(=O)[C@H](CCC(=O)O)n3cc([C@@H](N)CCCCN)nn3)CC2)n1	nt	-6	9	3	7	-32	-4	-2	-8	12	-11
COc1ccccc1NC(=O)NNC(=O)c1cc2ccccc2cc1O	-1	1	-3	-25	-106	-9	-17	-36	-61	8	10
Cc1ccc(-c2nc(S(=O)(=O)c3ccccc3)c(SCC(=O)NCC3CCCO3)o2)cc1 (stereo not given)	0	-5	4	10	8	8	-29	0	16	-2	0
COc1ccc(CN2CCN(C(=O)Cn3c(=O)oc4cc(Cl)ccc43)CC2)c(OC)c1OC	0	9	-19	12	13	35	-17	1	9	-4	14
Cc1ccc2nc(-c3cccnc3SCC(=O)N3c4ccccc4CC3C)[nH]c2c1 (stereo not given)	2	-41	-8	5	-245	3	-35	-11	-90	-22	-23
Cc1ccc(CNC(=O)COc2ccc(S(=O)(=O)N3CCOCC3)cc2)cc1	0	2	4	-1	9	-7	-3	3	16	-5	7
Cc1cccc(Cn2ccc(NC(=O)c3ccc4c(c3)OCO4)n2)c1	-2	5	7	-17	-85	27	-22	5	-64	4	-18
COc1ccc([N+](=O)[O-])cc1NC(=O)CSCc1cc(C)cc(C)c1	1	-4	14	22	17	2	-8	9	23	0	18
CCOC(=O)CC[C@H](NC(=O)Cn1cnc(C(=O)Nc2ccc(C)c(C)c2)n1)C(=O)OCC	nt	-49	-22	-4	-87	29	-15	-12	-67	7	-38
C#CCOCCOCCOCCNc1nc(N2CCN(C(=O)Cn3cc(CCCCN)nn3)CC2)nc(N2CCN(C(=O)[C@H](Cc3ccc(O)cc3)n3cc(CCO)nn3)CC2)n1	nt	-4	-6	-5	1	-6	-2	14	0	3	-1
COc1ccc(N(C)C(=O)CCS(=O)(=O)c2cccc3nsnc23)cc1	2	-2	37	-5	9	7	-25	-4	-4	6	-7
COc1ccc(CC(=O)N/N=C(\C)CC(=O)Nc2ccc(N(C)C)cc2)cc1	0	5	3	-11	-2	4	-25	6	9	6	-7
COc1ccc(C(=O)N/C(=C\c2cn(S(=O)(=O)N(C)C)c3ccccc23)C(=O)N2CCN(C)CC2)cc1OC	nt	nt	-22	13	17	-26	7	-36	11	-4	2

# Continued.
SMILES,NR2E3 ag-1,MITF TRPM1 inh,TWEAK Fn14 block,Shn3 3UTR inh,HIF-2a block,TRAIL sens C8,NR2E3 ag-2,CF NFkB block,Peg3 prom inh,KKLEB tox,TROY signal inh
CCc1ccccc1N(CC)C(=O)C1CCN(c2ncnc3c2nc2n3CCCCC2)CC1,0,38,-13,11,24,27,-29,30,56*,-20,10
Cc1cc(NC(=O)Cc2cn3ccsc3n2)n(-c2ccccc2)n1,4,0,-3,-9,15,-8,-10,-1,2,-4,-3
CCc1nnc(NC(=O)CCN2C(=O)c3ccccc3S2(=O)=O)s1,0,-9,28,-3,4,1,-23,4,-6,-7,-13
CCN(CC)C(=O)C1CCCN(Cc2ccc3c(c2)OCO3)C1 (stereo not given),0,-10,-20,-3,3,-3,-6,7,-2,0,1
O=C1c2cccc3cccc(c23)C(=O)N1CC1CCCO1 (stereo not given),4,6,-11,-11,-23,-13,3,-15,-8,4,-1
C[n+]1cc(-c2ccccc2)oc1-c1ccccc1,4,-24,-12,-77,-44,-10,-127,-12,-33,3,-59
CCCN(CCC)C(=O)c1cc(-c2ccc3c(c2)OCO3)nc2ccccc12,2,33,25,7,0,4,11,-6,27,-4,-3
O=c1c(Cl)c(N2CCOCC2)cnn1-c1ncc(C(F)(F)F)cc1Cl,2,-12,-1,-4,8,9,2,-23,11,-1,15
CS(=O)(=O)N(Cc1ccccc1Cl)c1ccc(C(=O)NCc2cccnc2)cc1,0,-2,11,14,11,-9,29,-2,12,10,-12
O=C(NCC1CCCO1)c1ccc2c(c1)ncn2-c1cccc(F)c1 (stereo not given),3,-3,13,1,-11,2,-6,7,-19,14,-16
COc1ccc(C(=O)C(OC(=O)c2ccc(C)c(NC(C)=O)c2)c2ccccc2)cc1 (stereo not given),-5,3,17,1,-38,-14,17,-4,-4,16,-17
COC(=O)/C(=C/c1ccco1)NC(=O)c1ccco1,-2,18,1,-13,23,-4,-17,3,1,-7,-25
O=C(CNC(=O)c1ccc(S(=O)(=O)N2CCCC2)cc1)N/N=C/c1ccccc1Cl,2,3,-14,41,17,-3,15,5,14,-3,-15
Cc1ccc(NC(=O)CN2C(=O)/C(=C\c3cccs3)SC2=S)cc1,1,0,-48,4,4,-1,4,0,45,-7,-28
CCn1cc(C(=O)N[C@H](C(=O)NCCCO)C(C)C)c(=O)c2cc3c(cc21)OCO3,0,1,-9,4,6,-10,0,-9,7,-2,7
C/C(=N\NC(=O)CNc1cccc(C)c1)c1ccc(Br)s1,-1,-9,-5,-5,-15,-15,-1,-10,-1,2,1
CCOc1ccc(C2C(C(=O)c3ccco3)=C(O)C(=O)N2CCCn2ccnc2)cc1OC (stereo not given),1,3,5,-8,-13,-2,-14,8,-6,0,-9
COc1ccc(C2c3c(ccc4ccccc34)Oc3ncn4nc(CO/N=C/c5ccccc5)nc4c32)cc1 (stereo not given),-4,-9,4,24,5,1,-20,7,11,-3,-15
CCc1cccc(CC)c1-n1c(-c2cccnc2)n[nH]c1=S,1,4,-4,-18,9,11,3,2,8,-1,0
NCCc1nnc(SCc2ccc(F)cc2)o1,0,-5,-3,4,16,6,1,-2,10,0,-25
COc1cccc(CNC(=O)CC2C(=O)NCCN2CCCc2ccccc2)c1 (stereo not given),1,5,3,8,21,-13,13,-18,19,6,5

# Some of the compounds tested (hit frequency here may not be typical).
